PMI act hi M6P: increases human PMI activity with near-saturating mannose 6-phosphate | P34949 | coupled PMI enzyme assay, resazurin fluorescence, 20 min; stronger effect = higher value; 1 = untreated enzyme, 0 = substrate-free blank | activation factor at 20 µM | 190,000 tested, 0.34% active | AID 1216;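 active = activation factor of 2 or more at 20 µM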
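Material: human phosphomannose isomerase with PGI, G6PDH, diaphorase coupling enzymes / Reagent: Man-6-P substrate 1.0 mM / Dosing: single compound dose of 20 µM, 1% DMSO final / Incubation: enzyme reaction with compound 20 min at room temperature / Signal: resorufin fluorescence (Ex 544/Em 590 nm) from resazurin via diaphorase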
DTT redox prof: compounds producing H2O2 with reducing agent – biochemical, NIH compound library profiling, artefact control for MLSCN library redox annotation, primary screen; DTT-dependent redox cycling H2O2, phenol red/HRP absorbance; 100% = 100 µM peroxide control, 0% = buffer; activation, % at 10 µM; 200,000 tested, 0.03% active; AID 878;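 active = activation of at least 50% relative to the plate's high and low controls in the primary single-dose screen; inactive = activation below 50%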;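 note: compound incubated with DTT at 0.8 mM final as the reducing agent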
Diaph act CS: activates diaphorase or chemically reduces, flagging diaphorase assay artifacts; Diaphorase/resazurin coupled assay, resorufin fluorescence, 16 min; stronger effect = higher value; 1 = vehicle wells, 0 = NADH-free wells; activation factor at 20 µM; 190,000 tested, 0.005% active;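 active = diaphorase activity raised at least twofold by the compound at 20 µM; inactive = activation factor below 2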
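test system = bacterial diaphorase enzyme (C. kluyveri) | quantity = enzyme 0.07 U/mL final | reagent = NADH substrate 0.114 mM plus resazurin dye 0.1 mM, final | incubation = 16 min enzyme reaction, ambient temperature | buffer or medium = HEPES pH 7.4 buffer with MgCl2 and Tween 20 | signal = fluorescence of resorufin, 544 nm excitation, 590 nm emission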
Hsp70 act: transcriptional activators of Hsp70; HeLa Hsp70 promoter luciferase reporter, luminescence; scaled: vehicle 0, proteasome-inhibitor control 100%; activation, % at 10 µM; 200,000 tested, 0.04% active; AID 1203;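 active = activation above the mean across all tested compounds plus 3 SD, cutoff set per campaign, cut at about 5.5% in these data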;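 note: 100% = MG132 at 30 µM as the positive control and 0% = DMSO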
Diaphorase inh: inhibits diaphorase or chemically oxidizes, flagging diaphorase assay artifacts | inhibition, % at 20 µM | 190,000 tested, 0.69% active | AID 1217 | diaphorase resazurin-to-resorufin fluorescence, NADH, 16 min; bacterial (C. kluyveri) enzyme, not human;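 active = primary screen inhibition at 20 µM above a set limit, cut at about 50% in these data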;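 note: plate controls were DMSO with full reaction for no effect and wells lacking NADH for full effect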
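Test system: Clostridium kluyveri diaphorase enzyme / Quantity: diaphorase at 0.14 U/mL in enzyme working solution / Incubation: 16-min room-temperature incubation before reading / Benchmarks: NADH-free wells as positive control, DMSO-only neutral wells / Signal: resorufin fluorescence 544/590 nm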
RAM network inh: inhibitors of the yeast RAM network; 190,000 tested, 1.8% active; inhibition, % at 50 µM; S. cerevisiae dse1pr::URA3 reporter, 5-FOA growth OD615, 2 d; analog-sensitive cbk1-as2 kinase mutant strain;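 active = inhibition above a set limit, 3 SD over mean compound inhibition, cut at about 8.4% in these data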;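 note: 0% = DMSO-only wells with no growth and 100% = 10 µM 1-NA-PP1 full growth; inhibition rescues growth on 5-FOA so higher OD means more RAM inhibition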
PMI act: phosphomannose isomerase (human) activation; P34949; activation factor at 20 µM; 190,000 tested, 0.005% active; purified human PMI, coupled resazurin fluorescence, 20 min; stronger effect = higher value; 1 = vehicle control, 0 substrate-free wells; AID 1214;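 active = activation factor of 2 or more at 20 µM, relative to plate controls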
TLR4-MyD88 BLA: blocks binding of human TLR4 to MyD88; O00206+Q99836; HeLa CL3-4 TLR4/MyD88 BLA complementation, FRET ratio; inhibition, % at 8.4 µM; 200,000 tested, 0.18% active; AID 861; in the data active = inhibition above about 25%;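 note: 0% = vehicle and 100% = reference inhibitor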
Target sequence (O00206 whole entry, looked up): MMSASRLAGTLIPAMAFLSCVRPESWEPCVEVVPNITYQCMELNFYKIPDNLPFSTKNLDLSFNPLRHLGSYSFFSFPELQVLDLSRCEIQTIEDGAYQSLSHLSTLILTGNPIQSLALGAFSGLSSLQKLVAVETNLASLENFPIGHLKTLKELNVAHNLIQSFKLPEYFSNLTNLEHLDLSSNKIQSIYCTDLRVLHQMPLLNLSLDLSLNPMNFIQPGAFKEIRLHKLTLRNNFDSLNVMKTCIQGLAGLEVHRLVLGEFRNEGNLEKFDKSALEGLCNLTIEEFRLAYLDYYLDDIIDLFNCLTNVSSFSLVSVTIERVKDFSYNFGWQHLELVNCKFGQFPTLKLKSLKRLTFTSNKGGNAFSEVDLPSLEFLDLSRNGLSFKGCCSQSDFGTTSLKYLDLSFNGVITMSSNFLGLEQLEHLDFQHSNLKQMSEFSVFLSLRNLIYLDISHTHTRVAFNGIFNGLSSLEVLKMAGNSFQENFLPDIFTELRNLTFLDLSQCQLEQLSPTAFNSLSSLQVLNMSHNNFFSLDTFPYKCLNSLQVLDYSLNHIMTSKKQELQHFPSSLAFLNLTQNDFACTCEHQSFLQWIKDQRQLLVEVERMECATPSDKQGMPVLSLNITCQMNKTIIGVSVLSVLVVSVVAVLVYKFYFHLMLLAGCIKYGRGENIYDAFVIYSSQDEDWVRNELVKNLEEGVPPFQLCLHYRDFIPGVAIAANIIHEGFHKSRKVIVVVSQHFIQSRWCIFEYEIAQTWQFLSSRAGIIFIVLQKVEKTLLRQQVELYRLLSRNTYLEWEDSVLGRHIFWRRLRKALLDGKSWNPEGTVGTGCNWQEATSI
Target sequence (Q99836 whole entry, looked up): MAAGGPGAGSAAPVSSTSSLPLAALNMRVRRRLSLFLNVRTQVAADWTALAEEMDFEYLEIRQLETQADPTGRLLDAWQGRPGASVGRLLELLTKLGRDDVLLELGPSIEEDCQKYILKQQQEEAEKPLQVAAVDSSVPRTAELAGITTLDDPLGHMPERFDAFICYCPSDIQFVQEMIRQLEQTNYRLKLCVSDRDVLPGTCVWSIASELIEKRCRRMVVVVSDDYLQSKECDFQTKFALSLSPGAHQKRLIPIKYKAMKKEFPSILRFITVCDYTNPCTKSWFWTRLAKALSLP
S1P3 antag: antagonists of human S1P3 receptor; Q99500; CHO S1P3 NFAT-BLA reporter, FRET fluorescence, antagonist mode; inhibition, % at 4.98 µM; 170,000 tested, 0.27% active; AID 485;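 active = inhibition above the plate cutoff, the mean inhibition of test wells on that plate plus 3 SD, cut at about 28% in these data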;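 note: cells challenged with S1P at its EC80 of 0.8 µM; blue over green emission ratio from cleaved BLA substrate after 4 h stimulation; 0% = S1P-stimulated wells and 100% = unstimulated DMSO-only wells; some compounds past the cut are filed as inactive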
Lmaj promast: Leishmania major promastigote growth inhibition; Leishmania major promastigotes, resazurin fluorescence viability; inhibition, % at 10 µM; 200,000 tested, 9% active;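 note: promastigotes grown with compound for 44 hours at 28 °C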
G6PDH CS: L. mesenteroides G6PDH inhibition counter-screen; Purified L. mesenteroides G6PDH, diaphorase/resazurin coupled fluorescence, 45 min; inhibition, % at 5 µM; 200,000 tested, 0.12% active; AID 1020
Numbers without * were called inactive; nt = not tested or not shown. Cut-off read from the data, not from the text of the source, unless noted: active = inhibition above about 50%; inactive = the rest. Not a hit list; any-hit rate near 12%.

compound	PMI act	TLR4-MyD88 BLA	Diaph act CS	S1P3 antag	Diaphorase inh	Lmaj promast	DTT redox prof	RAM network inh	PMI act hi M6P	G6PDH CS	Hsp70 act
COC(=O)c1ccc(Cn2cc(C(F)(F)F)cc([N+](=O)[O-])c2=O)cc1	1.1	-10	0.9	-5	6	25	-2.1	1.4	1	-2	-0.2
c1ccc(CNc2nc3ccccc3n3cnnc23)cc1	1	8	0.9	nt	7	-1	-3.2	3.2	1	-5	-0.3
COc1ccc(-n2c(Cc3cccn3C)nnc2SCC(=O)NCC2CCCO2)cc1 (stereo unspecified)	0.9	-3	1	15	-3	-1	-0.3	-0.1	1	-3	0.0
COc1ccc(C(=O)Nc2ccc(NC(=O)C(C)C)nc2)cc1	1.1	-28	1	-8	5	25	-0.9	0.8	0.9	1	-0.3
COCC1CCCN(Cc2cn[nH]c2-c2cc3ccccc3o2)C1 (stereo unspecified)	1	3	0.9	0	8	11	-0.9	-0.5	1	14	0.3
CC1(c2ccccn2)Nc2ccccc2-c2nc3ccccc3n21 (stereo unspecified)	0.9	-11	0.8	23	23	53*	0.0	0.3	0.9	6	0.2
COc1ccc(C=C(c2nc3ccccc3s2)c2nc3ccccc3s2)cc1O	0.9	-11	0.8	-12	18	99*	0.2	9.2*	0.7	12	-0.2
CC(C)(C)N=C1C([N+](=O)[O-])=CC=C2C1=NC1(CCCCC1)N2O	0.2	5	0.2	11	76*	17	-0.3	3.7	0.3	39	-0.4
O=C(/C=C/c1ccc(F)cc1)NCc1cccs1	1	2	0.9	-2	12	36	0.1	0.3	1	-1	-0.1
Cn1cc([N+](=O)[O-])c(C(=O)N/N=C/c2ccc([N+](=O)[O-])cc2)n1	0.9	-9	0.9	-15	12	4	-0.3	2.9	0.8	0	0.4
Cc1cc(C)c(C#N)c(SCCS(=O)(=O)Cc2ccccc2)n1	0.9	4	0.9	-14	6	-6	2.2	8.1	1	-5	0.1
O=C(CNC(=O)C12CC3CC(CC(C3)C1)C2)NC1=NCCS1	1	0	1	-12	4	-7	2.8	2.3	1	-10	0.0
Cc1cc(C)c2cc(C=O)c(Cl)nc2c1	0.1	-12	0.9	-3	9	58*	-0.4	0.6	0.1	12	0.1
CN1CCN(C(=O)c2ccccc2NC(=O)C(C)(C)C)CC1	0.9	-5	0.8	nt	17	-5	-0.9	-0.8	0.9	-1	-0.6
Cc1ccc2c(c1)c(Sc1ccccc1)c(CC(=O)O)n2C	0.9	5	0.8	2	16	49	0.1	6.4	0.8	9	-0.2
COc1ccc(OC)c(CN2CCN(Cc3cccc4ccccc34)CC2)c1	0.9	11	0.7	0	35	65*	-1.4	1.2	0.9	-2	-0.1
NS(=O)(=O)c1ccc(N=Cc2c(O)c3ccccc3oc2=O)cc1	1.1	-4	1	-17	4	3	-0.2	4.5	1.1	0	0.0
Cn1nnnc1SCC(=O)N1CCN(Cc2ccccc2)CC1	0.9	-12	0.9	1	14	-3	-0.9	2.2	1.1	1	-0.4
CCc1ccc(NS(=O)(=O)c2ccc(OC)c(C)c2)cc1	0.9	4	0.9	nt	15	0	-0.1	4.9	1	-2	0.0
O=[N+]([O-])/C=C/c1c(OCc2ccccc2)ccc2ccccc12	0.9	13	0.9	nt	13	100*	0.7	13*	1	1	0.5
Cc1cc2ncn(CC(O)COC3CCCCC3)c2cc1C (stereo unspecified)	1	-6	0.9	2	11	-1	-0.5	0.7	1	2	-0.2
CC(C)(C)c1cc(CN2CCN(CCO)CC2)cc(C(C)(C)C)c1O	0.9	-1	0.8	9	23	3	0.1	0.9	1.1	15	-0.1
C=CCNC(=O)CCNS(=O)(=O)c1ccc(Br)cc1	1	2	0.9	4	8	-4	0.8	0.0	1	9	-0.1
CCOC(=O)CCn1c(CC(=O)OCC)nc2ccccc21	1	-2	0.9	-29	8	4	-0.1	0.0	1	3	0.0
Cc1cc([N+](=O)[O-])c(C)cc1-c1ccc(/C=N/NC(=O)Cn2nnnc2N)o1	1	2	0.9	-8	6	-6	-0.2	5.4	0.9	6	0.0
Cc1nn(-c2ccccc2)c(C)c1C(=O)OCC(=O)N1c2ccccc2NC(=O)C1(C)C	1	-13	0.8	nt	16	88*	-0.1	3.2	1	10	-0.1
COc1cccc(OC)c1C(=O)NC(=S)Nc1cccc(NC(=O)c2ccco2)c1	0.9	-1	0.8	-9	19	-5	-0.7	4.5	0.8	1	0.0
O=C(CC1NCCNC1=O)Nc1ccc([N+](=O)[O-])cc1 (stereo unspecified)	1	0	0.9	-13	12	-2	0.0	2.0	0.9	4	0.5
COc1ccccc1CN1C(=O)CN(C2CCCC2)C(=O)C1c1ccc(F)cc1 (stereo unspecified)	1.1	-4	0.9	nt	8	2	0.5	0.8	0.9	5	-0.4
COc1ccc(C(=O)C2CCCN(C(=O)c3cc(C(C)C)no3)C2)cc1F (stereo unspecified)	1.1	-21	0.9	8	7	9	-0.7	2.5	1.1	12	0.1

Entries listed so far shown as hits in RAM network inh.
SMILES	PMI act	TLR4-MyD88 BLA	Diaph act CS	S1P3 antag	Diaphorase inh	DTT redox prof	RAM network inh	PMI act hi M6P	Hsp70 act
COc1ccc(C=C(c2nc3ccccc3s2)c2nc3ccccc3s2)cc1O	0.9	-11	0.8	-12	18	0.2	9.2*	0.7	-0.2
O=[N+]([O-])/C=C/c1c(OCc2ccccc2)ccc2ccccc12	0.9	13	0.9	nt	13	0.7	13*	1	0.5

2 records drawn at random from those above, as already listed:
compound	PMI act	TLR4-MyD88 BLA	Diaph act CS	S1P3 antag	Diaphorase inh	Lmaj promast	DTT redox prof	RAM network inh	PMI act hi M6P	G6PDH CS	Hsp70 act
COc1ccc(C(=O)C2CCCN(C(=O)c3cc(C(C)C)no3)C2)cc1F (stereo unspecified)	1.1	-21	0.9	8	7	9	-0.7	2.5	1.1	12	0.1
COc1cccc(OC)c1C(=O)NC(=S)Nc1cccc(NC(=O)c2ccco2)c1	0.9	-1	0.8	-9	19	-5	-0.7	4.5	0.8	1	0.0

Carrying on.
compound	PMI act	TLR4-MyD88 BLA	Diaph act CS	S1P3 antag	Diaphorase inh	Lmaj promast	DTT redox prof	RAM network inh	PMI act hi M6P	G6PDH CS	Hsp70 act
CC1=C(C(=O)Nc2ccccc2)C(c2ccco2)C(C#N)=C(SCC(=O)OC(C)C)N1 (stereo unspecified)	0.9	15	0.7	14	32	14	1.6	7.4	0.9	10	-0.1
O=C(CSc1ccccc1C(=O)O)c1ccc([N+](=O)[O-])cc1	1.9	3	1	-18	4	-6	0.5	2.5	2.2*	4	-0.1
CC(C)(C)NC(=O)C1CCC(C)(C(=O)O)C1(C)C (stereo unspecified)	1	10	1.1	-19	-7	-8	-0.5	1.5	1	4	0.1
O=C(NCc1ccccc1)C12CN(Cc3ccccc3)CC1C(c1cccc([N+](=O)[O-])c1)=NO2 (stereo unspecified)	1	-2	0.8	nt	16	18	15	0.8	1	4	-0.3
CCOC(=O)c1c(NC(=O)c2noc3c2CCCC3)sc(C)c1C	0.9	6	0.9	-4	9	1	-0.5	3.5	1.1	0	-0.1
COc1ccc2nc(SCc3cccnc3)c(C#N)cc2c1	1	3	0.9	nt	5	-5	0.5	2.2	1	-2	0.1
Cc1ccc(N(CC(=O)NCC2CCCO2)C(=O)CCC(=O)Nc2ccccn2)cc1C (stereo unspecified)	1	1	0.9	nt	7	-4	0.5	-1.7	1	6	-0.3
CNC(=S)N(Cc1cc2ccc(OC)cc2[nH]c1=O)CC1CCCO1 (stereo unspecified)	1	2	0.7	3	30	-3	-0.6	0.4	0.8	20	-0.1
CC(=O)OC(C)(CCC(C)(OC(C)=O)C(C)=O)C(C)=O (stereo unspecified)	0.9	-5	0.9	11	12	-6	-2.8	1.0	0.9	8	-0.6
CNC(=O)CN(c1cc(C)ccc1C)S(C)(=O)=O	0.8	10	0.9	13	14	-5	2.6	0.5	0.9	3	-0.3
CC1=CC(=O)C(C(C)C)=CC1=NC(=O)c1ccc(C)cc1	0.5	8	0.6	-9	37	8	-1.5	-0.6	0.2	8	-0.3
O=C(Oc1ccc(-c2nccc(-c3ccccn3)n2)cc1)c1cccc(C(F)(F)F)c1	0.9	-1	0.9	nt	13	-8	-6.6	8.1	0.9	6	-0.3
CN1CCN(C(=O)C2=C[C@@H](C3CCCCC3)C[C@@H](OCc3ccc(CO)cc3)O2)CC1	0.9	0	0.9	8	8	0	3.2	1.0	1	10	0.0
Cn1c(Cc2ccccc2)nnc1SCC(=O)Nc1ccc2c(c1)OCO2	0.9	7	0.8	-2	16	5	2.7	2.7	0.9	-17	-0.1

Source: PubChem BioAssay (several laboratories)
